Platelet DG rel – modulates dense granule release in human platelets; human platelet-rich plasma, SFLLRN dense granule ATP release, luminescence; inhibition, %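 (compounds screened at 7.5 µM in platelet-rich plasma)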; 0.22% of 300,000 active;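 active = mean replicate score, as percent of positive control, at or above 50; inconclusive = mean below 50 but at least one replicate at or above 50; inactive = mean and every replicate below 50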
aSyn UTR inh – MLPCN primary screen, SNCA 5' untranslated region; alpha-synuclein 5'UTR reporter, inhibitor activity; inhibition, % (tested at 7.5 µM); 0.82% of 300,000 active; in the data active = inhibition above about 60%; inconclusive = no clear call, values can overlap the other calls;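 also: H4 neuroglioblastoma cells stably carrying SNCA 5'UTR luciferase fusion; 0% = DMSO wells and 100% = positive control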
KLF5 inhibitor – inhibitors of KLF5 expression; DLD-1 KLF5 promoter-luciferase reporter, luminescence; inhibition, % at 5 µM; 0.23% of 290,000 active; AID 1700;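 active = inhibition above a per-plate limit of that plate's mean compound inhibition plus 3 SD, cut at about 60% in these data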;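 also: 0% = DMSO wells and 100% = LY294002 at 200 µM; higher means less KLF5 promoter-driven luciferase light; inactives centre near -14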
GSK3 alpha inh – human GSK-3 alpha kinase inhibition. P49840. ADP-Glo luminescence, 60 min. 0.1% of 320,000 active. AID 2650. inhibition, % at 10 µM;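 in the data active = inhibition above about 50%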;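 also: GST-tagged GSK-3 alpha with peptide substrate and 25 µM ATP; 0% = DMSO neutral wells and 100% = GW8510 positive control wells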
Target sequence (P49840 whole entry, looked up): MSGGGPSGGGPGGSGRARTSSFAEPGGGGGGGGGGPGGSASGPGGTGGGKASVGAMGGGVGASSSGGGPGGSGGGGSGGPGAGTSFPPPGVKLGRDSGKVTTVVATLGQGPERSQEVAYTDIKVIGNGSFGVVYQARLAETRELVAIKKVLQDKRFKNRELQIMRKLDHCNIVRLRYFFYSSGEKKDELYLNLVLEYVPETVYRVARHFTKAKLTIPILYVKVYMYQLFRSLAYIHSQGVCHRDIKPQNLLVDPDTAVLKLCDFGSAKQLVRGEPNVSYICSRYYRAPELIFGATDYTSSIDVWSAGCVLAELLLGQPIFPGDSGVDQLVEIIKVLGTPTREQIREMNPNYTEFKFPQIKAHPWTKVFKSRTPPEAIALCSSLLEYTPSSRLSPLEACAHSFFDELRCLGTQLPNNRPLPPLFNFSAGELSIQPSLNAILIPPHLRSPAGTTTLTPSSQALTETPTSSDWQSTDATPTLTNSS
HSF1 activator – increases HSF-1 driven luciferase reporter signal; NIH3T3-HGL HSF-1 luciferase reporter, MG132, 8 h; 100% = twice DMSO control signal; 1.7% of 300,000 active; activation, % at 9 µM;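 active = mean replicate activation of at least 50% with a set share of replicates each reaching 50%; inconclusive = only one of those two conditions met; inactive = mean below 50% and too few replicates reaching it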;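 also: 0% = median of the neutral control wells and 100% = twice that signal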
HSF1 inhib – HSF1 inhibition; activity change, negative = inhibition, % at 7.5 µM (by protocol); 0.77% of 300,000 active; NIH3T3-HGL HSE-luciferase, MG132-induced, luminescence 8 h; stronger effect = lower value;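 active = more than half of replicate wells show activity change below -50%, luminescence cut by over half; inconclusive = some wells, but at most half, below -50%; inactive = no replicate well below -50%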;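 also: luciferase reports HSF-1 transcriptional activity via heat shock element; 0% = median of DMSO wells and -100% = zero luminescence signal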
GSK3beta inhib – blocks human GSK3beta kinase activity | P49841 | GST-GSK3beta kinase, ADP-Glo luminescence, 60 min; stronger effect = lower value | activity score (negative = inhibition), % at 10 µM | 0.038% of 300,000 active;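 active = more than half of replicate wells score below -50%, meaning over 50% inhibition versus plate controls; inconclusive = some replicates but at most half score below -50%; inactive = no replicate scores below -50%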;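 also: 0% = median DMSO wells and -100% = median GW8510 positive control wells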
Target sequence (P49841 whole entry, looked up): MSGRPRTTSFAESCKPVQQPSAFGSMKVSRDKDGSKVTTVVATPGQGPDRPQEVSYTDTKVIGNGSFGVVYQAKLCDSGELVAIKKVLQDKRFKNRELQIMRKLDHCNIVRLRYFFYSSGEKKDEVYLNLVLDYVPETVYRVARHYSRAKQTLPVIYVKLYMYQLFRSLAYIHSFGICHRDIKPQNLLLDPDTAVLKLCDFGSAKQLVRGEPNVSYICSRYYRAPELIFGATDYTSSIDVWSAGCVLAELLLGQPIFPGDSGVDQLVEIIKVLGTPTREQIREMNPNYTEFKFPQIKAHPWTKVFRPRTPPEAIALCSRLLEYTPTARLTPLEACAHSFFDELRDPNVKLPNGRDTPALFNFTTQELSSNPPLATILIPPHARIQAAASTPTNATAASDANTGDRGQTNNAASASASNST
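Assay system: GST-tagged human GSK3beta kinase, cell-free; Input: 1.6 ng GSK3beta; Medium: Tris/MgCl2 kinase buffer; Timing: 60 min enzyme reaction, room temperature; Signal: ADP-Glo luminescence quantifying ADP generated by kinase; Evaluation: score relative to plate controls; Benchmarks: DMSO neutral wells and GW8510 at 20 µM as positive.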
DYRK1A inh – blocks rat Dyrk1A kinase activity; inhibition, % at 12.5 µM; 0.43% of 310,000 active; AID 504441; Q63470; ADP-Glo luminescence, NFATc1 peptide; in the data active = inhibition above about 50%;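 also: plate controls were vehicle with enzyme for no effect and no enzyme for full effect; many of its hits are not listed in these tables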
IEC-6 tox – IEC-6 cytotoxicity, counter-screen for KLF5 inhibitors; 0.78% of 290,000 active; AID 1825; luminescence viability; inhibition, % at 5 µM; in the data active = inhibition above about 22%;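 also: 0% = plate median of test compound wells and 100% = cytotoxic reference compound wells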
HSP90 inh – blocks HSP90-mediated luciferase refolding in reticulocyte lysate; Rabbit reticulocyte lysate, luciferase refolding luminescence, 3 h; inhibition, % at 5.6 µM; 0.91% of 290,000 active; AID 1789;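 active = inhibition above the screen-wide mean plus 3 SD, computed separately per campaign, cut at about 16% in these data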;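 also: 0% = DMSO wells and 100% = 60 µM geldanamycin wells; inhibitors lower the luminescence because luciferase stays unfolded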
The depositor's hits bear a star; u = inconclusive; x = not tested or not shown. This is a subset, so the mix of outcomes need not match the whole.

SMILES	Platelet DG rel	aSyn UTR inh	KLF5 inhibitor	GSK3 alpha inh	HSF1 activator	HSF1 inhib	GSK3beta inhib	DYRK1A inh	IEC-6 tox	HSP90 inh
O=C(CCn1c(=O)oc2ccccc21)N1CCC2(CC1)OCCO2	1.8	-7.4	-30.2	0.3	-6.4	-5.3	5.2	1.8	-1.3	-0.4
O=S(=O)(c1ccc(Cl)cc1Cl)N1CCCC1c1cccnc1 (centres undefined)	-7.3	16.9	5.9	0.0	3.0	2.6	-2.8	0.6	-0.4	10.1
CN1C(=O)C(=Cc2cccnc2)C(=O)N(C)C1=O	-3.1	-3.1	-19.2	-3.8	-3.6	-2.2	-2.3	-4.1	-0.2	4.0
C=CCn1c(O)c(/C=C2\C=Nc3ccccc32)c(=O)[nH]c1=O	-2.4	-13.2	-14.6	1.3	-3.5	-0.7	0.7	x	-0.5	2.2
COc1ccc(-n2c(O)c(/C(C)=N/Nc3ccccc3)c(=O)[nH]c2=O)cc1	-7.1	-5.4	-26.4	-0.5	-3.6	-1.8	-1.3	0.0	1.3	1.8
NS(=O)(=O)c1ccc(-c2ccc(C=C3C(=O)NC(=S)NC3=O)o2)cc1	2.1	-27.2	-32.5	0.5	-9.3	-3.2	2.5	x	-3.6	2.2
Cc1cccc(N2CCN(CCc3ccccc3)CC2)c1C	3.3	18.5	7.4	8.7	3.9	-1.5	0.3	1.2	0.4	-0.7
O=C(N/N=C\C1C(=O)NC(=S)N(c2ccccc2)C1=O)c1ccc(O)cc1 (centres undefined)	-2.9	21.1	-32.5	6.3	20.4	1.0	-0.3	6.3	0.2	-0.8
CN1CCC(N(C)c2nc(-c3ccccc3)nc3ccccc23)CC1	-1.2	-25.4	14.5	6.5	7.5	-3.2	2.5	3.8	5.8	4.9
COc1cc(C2SCC(=O)Nc3c2c(C)nn3-c2ccccc2)cc(OC)c1OC (centres undefined)	2.4	21.3	-16.7	5.3	1.4	-7.7	3.4	1.6	0.0	4.5
O=C(NC(=C(Cl)Cl)P(=O)(c1ccccc1)c1ccccc1)c1ccccc1	10.2	11.1	-12.8	-1.6	-9.4	-0.2	-2.6	-5.1	-3.6	-1.4
NP(=O)(OCC(F)(F)F)Oc1ccccc1 (centres undefined)	-0.1	2.8	-2.8	-7.2	8.9	2.6	1.7	1.2	-3.2	-0.8
CCOC(=O)c1c(/N=C/C2C(=O)NC(=S)NC2=O)sc2c1CCC2	1.3	-21.7	-29.5	2.8	18.6	5.6	2.0	-3.1	-3.2	-1.4
CN(C(=O)Oc1ccc(C(C)(C)C)cc1)c1ccccc1	3.3	-106.1	-44.3	0.7	37.8	13.4	1.7	-7.9	-1.3	1.0
N#CC(C#N)=Cc1ccc(-c2ccccc2F)o1	x	x	-19.3	-0.7	x	x	x	-8.2	3.1	-4.0
Cc1nn(-c2ccccc2)c(Cl)c1C1C(C#N)=C(N)Oc2c1c(=O)oc1ccccc21 (centres undefined)	5.4	0.6	-45.6	1.7	4.0	3.5	5.8	2.8	-1.6	6.4
O=C(CNC(=O)c1ccc(Cl)cc1)Nc1ccc(Br)cc1C(=O)c1ccccc1	-0.3	-18.5	-2.5	-4.1	-11.7	-1.4	2.3	-1.9	-1.4	-1.4
COC(=O)C1=C(c2cc3ccccc3s2)C[C@@H]2CC[C@H]1N2C(=O)NCCNC(C)=O	-3.0	-7.9	x	-0.8	5.9	0.9	0.1	2.5	x	x
CC(C)N1CCC2(CC1)NC(CO)(CO)CO2	5.0	8.7	8.0	-1.2	0.7	3.3	-0.6	-0.8	3.7	1.5
C[N+]1(C)C2CCC1CC(OC(=O)c1ccccc1)C2 (centres undefined)	-0.1	1.2	-20.9	-0.7	0.5	-3.4	4.3	-1.5	3.1	0.1
C=CCNC(=O)c1c(N)n(Cc2ccco2)c2nc3ccccc3nc12	-6.3	-26.1	-8.7	37.0	133.9*	97.3	-2.2	x	3.7	5.1
C=C(c1ccccc1)P(=O)(O)O	-5.7	7.2	-6.5	0.7	3.9	1.8	1.8	3.3	3.4	1.0
CC(=NCCCn1ccnc1)c1c(O)n(C)c(=O)n(C)c1=O	-5.8	-47.7	-39.4	1.2	2.5	2.5	1.3	-12.8	1.3	-1.5
O=c1c2ccccc2nc(CNCc2ccco2)n1-c1ccc(F)cc1	16.4	-28.7	-9.6	x	11.6	12.2	1.2	-0.5	2.2	-7.2
NS(=O)(=O)c1ccc(N2CCNCC2)cc1	6.3	6.2	-17.0	0.0	-14.1	-9.5	-4.1	1.1	-2.3	-4.4
COP(=O)(OC)C(Nc1ccccn1)c1ccccc1 (centres undefined)	-4.2	12.8	-12.6	1.1	-6.0	-4.6	0.1	2.1	4.0	-2.7
CCn1ccnc1CN1CCCC(C(=O)c2ccc(SC)cc2)C1 (centres undefined)	-7.6	-11.9	-9.5	-2.0	16.1	-3.9	1.6	6.1	-5.4	-2.2
Cc1csc(=N)n1Cc1ccccc1	4.4	-24.9	-36.3	-1.7	7.7	-3.7	-7.8	-2.4	-3.5	2.4
CCCCCn1c(=O)c(C(=O)NCCc2ccccc2)c(O)c2ccccc21	-5.6	-3.4	10.1	-2.3	2.2	1.3	1.7	3.4	-2.5	-3.5
CCN1C(=O)CC(c2cccnc2)=Nc2ccccc21	-2.0	2.7	-15.6	-1.7	37.3	12.0	-3.8	-3.9	6.8	3.9
Cn1c(O)c(C=NCCN2CCNCC2)c(=O)n(C)c1=O	-0.6	-9.4	-12.8	2.7	-10.7	-4.0	2.8	1.1	0.0	-0.8
CCOC(=O)C1(CCOc2ccccc2)CCN(Cc2cccc(O)c2)CC1	-1.1	-9.6	-53.9	1.0	7.4	8.6	-1.9	-1.4	1.6	4.1
Cn1c2ccccc2c2c(C(=O)N3CCC4(CC3)OCCO4)cn(C3CCCCC3)c(=O)c21	0.2	3.5	-38.4	-0.6	0.5	5.4	-2.2	2.5	-1.2	5.4
C=CCOC(=O)C1=C(C)OC(N)=C(C(=O)OCC)C12C(=O)N(CC(N)=O)c1ccccc12 (centres undefined)	-4.0	-1.5	5.4	-1.8	9.0	-7.6	2.0	-3.7	2.9	3.0
Cc1nc2cc(C(F)(F)F)ccc2n1C1CCN(Cc2nnnn2Cc2cccs2)CC1	-0.2	30.3	-18.1	-0.5	3.7	-3.8	-3.2	10.9	7.9	7.7
O=[N+]([O-])c1ccccc1-c1cc(-c2ccccc2)cc(-c2ccccc2)[n+]1Cc1ccccc1Cl	2.9	63.8*	x	2.7	-9.1	-1.2	-2.3	x	x	x

Quoted at random: 2 records from the list
SMILES	Platelet DG rel	aSyn UTR inh	KLF5 inhibitor	GSK3 alpha inh	HSF1 activator	HSF1 inhib	GSK3beta inhib	DYRK1A inh	IEC-6 tox	HSP90 inh
CCn1ccnc1CN1CCCC(C(=O)c2ccc(SC)cc2)C1 (centres undefined)	-7.6	-11.9	-9.5	-2.0	16.1	-3.9	1.6	6.1	-5.4	-2.2
COP(=O)(OC)C(Nc1ccccn1)c1ccccc1 (centres undefined)	-4.2	12.8	-12.6	1.1	-6.0	-4.6	0.1	2.1	4.0	-2.7

Additional structures follow:
SMILES	Platelet DG rel	aSyn UTR inh	KLF5 inhibitor	GSK3 alpha inh	HSF1 activator	HSF1 inhib	GSK3beta inhib	DYRK1A inh	IEC-6 tox	HSP90 inh
C=CCN1C(=O)NC(=O)/C(=C/c2cc3c4c(c2)CCCN4CCC3)C1=O	-3.3	9.9	-7.5	-1.0	18.2	-1.7	-1.9	0.6	-1.0	2.3
O=[N+]([O-])c1ccc(Nc2ccccc2)cc1	-0.5	2.4	-29.1	-0.6	3.3	1.0	0.6	-70.9	8.9	0.9
O=C1CC(N2CCC(n3c(=O)[nH]c4ccccc43)CC2)C(=O)N1Cc1ccccc1 (centres undefined)	2.1	23.9	14.6	1.6	32.1	3.8	4.0	-9.3	3.3	6.3
N#CCN1CCN(c2ccc(C(F)(F)F)cc2)CC1	-16.8	4.0	-2.5	-1.0	5.8	0.7	1.2	5.5	-0.5	-4.2
COc1c(O)ccc2c1-c1c3c(cc4c1C(C2)N(C)CC4)OCO3 (centres undefined)	-1.8	21.5	-36.4	-0.8	4.2	3.2	-1.9	6.3	-3.4	0.7
O=C(NCC(c1cccnc1)N1CCN(c2ccccc2F)CC1)Oc1ccccc1 (centres undefined)	-28.7	-21.0	-9.4	-1.0	3.2	1.8	0.0	-8.0	0.2	4.9
Clc1ccccc1CN1CCN(c2ccccc2Cl)CC1	-18.1	-16.3	-21.9	-0.7	7.1	-0.4	-1.4	4.7	-0.4	5.2
Cc1cc(C)cc(N2C(=O)NC(=O)/C(=C\C=C\c3ccco3)C2=O)c1	12.0	-116.3	-17.1	-1.5	u	41.3	-1.3	-6.3	-5.7	3.0
O=C1NC(=O)C(=Cc2ccc(-c3ccccc3[N+](=O)[O-])o2)C(=O)N1	1.4	19.1	3.1	-12.6	-13.6	0.4	1.4	x	0.3	8.4
O=C(c1ccccc1F)c1cn(CC(=O)N2CCCCC2)c2ccccc12	0.3	2.3	2.3	x	0.6	-4.7	-2.2	-7.9	2.6	1.4
CC(=O)c1c(C)n(Cc2ccccc2Cl)c2ccc(O)cc12	-4.4	26.9	6.6	-2.6	-3.4	-4.8	-3.1	-3.1	11.0	4.8
CCN(CC)C(=O)c1ccc2c(c1)C1C=CCC1C(C(=O)O)N2 (centres undefined)	3.7	-12.2	2.6	1.5	-9.7	-7.7	0.3	-3.7	-16.9	-2.1
COc1ccc(CC(=O)N2CCN(C)CC2)cc1	-12.2	-8.1	1.9	x	-3.1	-3.9	2.8	3.1	5.7	2.5
NCCCC(=O)OC1N=C(c2ccccc2Cl)c2cc(Br)ccc2NC1=O (centres undefined)	1.3	13.4	-10.1	0.0	-6.7	-1.4	1.0	-0.7	-8.6	-1.1
CN1C(=O)C(=Cc2ccc(N(C)C)c([N+](=O)[O-])c2)C(=O)N(C)C1=O	8.1	2.7	-16.7	-1.4	23.5	-1.7	4.1	x	-1.2	1.6
NCCCCCC(=O)OC1N=C(c2ccccc2Cl)c2cc(Br)ccc2NC1=O (centres undefined)	-0.1	27.9	3.5	2.6	-0.9	-0.3	-4.3	8.4	-0.6	-0.9
COc1ccc(CC(C)NC2CCCCCC2)cc1 (centres undefined)	-10.5	-24.3	-19.6	4.7	1.5	0.6	-0.8	5.9	-7.6	-1.8
CCn1ccnc1CN1CCCC(C(=O)c2cccc(C(F)(F)F)c2)C1 (centres undefined)	6.7	9.0	-1.8	x	6.7	-0.2	0.4	-1.5	5.8	5.7
CCCCn1c(=O)c(C(=O)Nc2ccccc2Cl)c(O)c2ccccc21	-0.9	-0.1	-39.2	-1.1	-0.6	7.2	-1.3	2.3	0.2	-1.8
Cc1ccc2[nH]c(C)c(CCNCc3cccnc3)c2c1	6.6	-2.1	-10.4	3.6	0.6	-6.6	-3.0	-2.5	7.4	1.2
CC(C)(C)c1ccc(OC(=O)N2CCCCC2)cc1	-9.8	-191.6	-23.4	0.5	44.6	25.5	-0.8	-3.3	-3.1	-0.8
O=C1C(=O)c2cccc3cccc1c23	6.1	-0.8	-22.8	0.6	-13.2	-15.8	1.3	-6.4	7.8	-4.2

Screens as filed in PubChem.
